Compound activity: PubChem BioAssay, National Center for Advancing Translational Sciences (NCATS)
Eya2 phos inh – qHTS Assay for Inhibitors of the Phosphatase Activity of Eya2. recombinant Eya2, OMFP fluorescence dephosphorylation (OMFP is methylfluorescein phosphate). AID 488837, 2010. 330,000 tested, 0.006% active. Protein phosphatase EYA2 (Homo sapiens), O00167. Potency, µM (doses to about 76.9 µM), without a hit: at the top dose activity, negative = inhibition, actives largely listed as inhibitors; also: potency is read from the fitted curve at half-maximal effect
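Eya2 (0.2 uM) preincubated 10 min at ambient with compound, then OMFP substrate added at 50 uM; 10 min reaction in 50 mM HEPES pH 7.5, 50 mM NaCl, 5 uM MgCl2, 0.05% BSA, 1 mM DTT. Fluorescence read at Ex 485/Em 525 nm.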
KCNH2 3.1 inh – qHTS for Inhibitors of KCHN2 3.1: Mutant qHTS. 340,000 tested, 0.95% active. activity change, % (tested at about 1.8 µM). Potassium voltage-gated channel subfamily H member 2, brain isoform KCNH2 3.1 (human). AID 720553, 2013. U2OS KCNH2 3.1, thallium flux FluxOr; active compounds read low;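 active = maximum activity change below -70%; inconclusive = maximum activity change from -70% to -50%; inactive = maximum activity change above -50%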;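 also: thallium influx rate constant from kinetic fluorescence after stimulation buffer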
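Measured as rate of thallium-driven FluxOr signal in transduced U2OS cells carrying the 3.1 channel, read kinetically for 2 min upon stimulation; values are rate constants scaled to DMSO control wells.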
Giardia killer – Small Molecules that selectively kill Giardia lamblia: qHTS; activity change, % at 7.66 µM, hits read low; 340,000 tested, 0.15% active; Giardia lamblia trophozoite viability; in the data active = activity change below about -80%; inconclusive = between about -30% and that limit;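 also: parasites exposed to compound for two days anaerobically before the ATP read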
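ATP-content bioluminescence gauges trophozoite survival. Cells (100/well) receive compound and incubate anaerobically for 48 hrs at 37 deg C; detection reagent follows for 15-30 min at room temperature.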
PKM2 activator – qHTS Assay for Activators of Human Muscle isoform 2 Pyruvate Kinase. Pyruvate kinase PKM (Homo sapiens), P14618. purified PKM2, Kinase-Glo ATP luminescence, activation; response scale: 0% is enzyme alone, no compound. Potency, µM (highest dose often 57.5 µM), inactives show at the top dose activation, most hits filed as activators. 260,000 tested, 0.34% active. AID 1631, 2009; also: potency is read from the fitted curve at half-maximal effect; nearly all actives have a fitted effect of over 55% in size
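ATP formation by purified human PK-M2, quantified via coupled luciferase luminescence after 1 h at room temperature with 0.1 mM ADP and 0.5 mM PEP final.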
B2AR arrestin – qHTS assay of beta-arrestin-biased ligands of beta2-adrenergic receptor; Beta-2 adrenergic receptor (Homo sapiens), P07550; beta-arrestin recruitment to beta2AR, cell-based reporter; Potency, µM (highest dose often 46.1 µM), without a hit: top-dose activation, actives largely listed as activators; 330,000 tested, 0.02% active; AID 492947, 2010;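 also: potency is read from the fitted curve at half-maximal effect; 0% = DMSO controls and full agonism = EC100 isoproterenol or metaproterenol; nearly all actives have a fitted effect of over 65% in size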
BCR signal inh – qHTS Assay to Find Inhibitors of Chronic Active B-Cell Receptor Signaling | ABC-DLBCL IkBa-CBG/CBR reporter, luminescence ratio, 4 h | Potency, µM (highest dose often 46.1 µM), inactives show at the top dose ratio change, negative = lower green/red ratio, usual class: inhibitors | 340,000 tested, 0.05% active; active = well fitted inhibition curve with a large enough effect in the signal ratio, with a control signal flat, not every such curve was filed as active; inconclusive = small, poorly fitted or top-dose-only effect, or effect the other way, or a change in a side signal; the % refers to the signal ratio;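 also: potency is read from the fitted curve at half-maximal effect; plate controls were basal doxycycline-induced cells for no effect and cells given 10 µM MG132 for full effect; MG132 reads +100%, hits lower the ratio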
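Compounds up to 46 uM were incubated four hours with TMD8 cells whose green CBG68 luciferase is fused to IkappaBalpha; red CBR luminescence normalised the signal, and concentration-effect curves were fitted to fusion, red and ratio data.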
FBPA coupling cs – qHTS Assay for Inhibitors of Fructose-1,6-bisphosphate Aldolase from Giardia Lamblia: Coupling assay counterscreen | activity change, negative = inhibition, % at 58.2 µM, hits read low | coupling enzyme system counterscreen, AmpLite Red fluorescence | 290,000 tested, 0.67% active; in the data active = activity change below about -30%
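Counterscreen lacking aldolase: glyceraldehyde-3-phosphate coupling-enzyme reagent preincubated 10 min at RT with compound (at 57.5 uM final), then substrate/coupling system with AmpLite Red added; fluorescence read at 525/598 nm after 20 min RT.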
USP2a block – qHTS Assay for Inhibitors of Ubiquitin-specific Protease USP2a Using CHOP2 as the Reporter. Ubiquitin carboxyl-terminal hydrolase 2 (Homo sapiens), O75604. 330,000 tested, 0.01% active. USP2 core, Ub-CHOP2 coupled fluorogenic reporter, 485/531. Potency, µM (doses to about 38.3 µM), without a hit: at the top dose activity change, negative = inhibition, usual class: inhibitors;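 also: potency is read from the fitted curve at half-maximal effect; plate controls were DMSO wells for no effect and full inhibition by NEM control for full effect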
Target sequence (O75604 whole entry, looked up): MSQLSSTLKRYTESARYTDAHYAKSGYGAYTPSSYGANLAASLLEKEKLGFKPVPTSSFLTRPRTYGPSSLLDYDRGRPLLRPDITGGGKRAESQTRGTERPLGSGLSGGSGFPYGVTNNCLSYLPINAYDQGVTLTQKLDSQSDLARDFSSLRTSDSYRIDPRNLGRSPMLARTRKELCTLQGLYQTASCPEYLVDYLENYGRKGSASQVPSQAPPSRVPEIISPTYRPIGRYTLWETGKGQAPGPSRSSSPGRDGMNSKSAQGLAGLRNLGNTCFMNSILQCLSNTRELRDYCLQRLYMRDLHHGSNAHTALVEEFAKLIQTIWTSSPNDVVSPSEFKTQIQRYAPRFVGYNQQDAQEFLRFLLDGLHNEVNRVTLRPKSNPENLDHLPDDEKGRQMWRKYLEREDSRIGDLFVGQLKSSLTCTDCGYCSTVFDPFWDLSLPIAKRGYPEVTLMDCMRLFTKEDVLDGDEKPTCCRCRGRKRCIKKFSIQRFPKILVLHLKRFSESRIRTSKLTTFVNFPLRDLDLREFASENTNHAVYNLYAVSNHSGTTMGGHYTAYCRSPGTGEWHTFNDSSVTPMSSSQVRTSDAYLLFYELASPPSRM
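Deubiquitinase activity read as fluorescence (485/531 nm) after Ub-CHOP2 cleavage activates the enterokinase reporter on its substrate; USP2 core 10nM, Ub-CHOP2 and substrate 25nM each, 30min compound preincubation then 60min RT; data normalized to NEM, curves fitted.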
uPA surface inh – qHTS for Inhibitors of Cell Surface uPA Generation. AID 540303, 2011. Potency, µM (series often up to 38.3 µM), for the others: at the highest dose activity change, negative = inhibition, most hits filed as inhibitors. 330,000 tested, 0.31% active. cell surface uPA generation assay, qHTS; active = well fitted inhibition curve with a large enough effect; inconclusive = small, poorly fitted or top-dose-only effect; inactive = no such curve, though single readings can be large or run the other way; tested in mouse RAW 264.7 cells; also: potency is read from the fitted curve at half-maximal effect; nearly all actives have a fitted effect of over 55% in size
GALK inh – qHTS Assay for Inhibitors of Human Galactokinase (GALK); Potency, µM (titrated, usually from 57.5 µM), inactives show at the top dose activity change, negative = inhibition, usual class: inhibitors; P51570; Purified GALK, Kinase-Glo residual ATP luminescence; AID 1868, 2009; 270,000 tested, 0.007% active; also: potency is read from the fitted curve at half-maximal effect
Target sequence (P51570 whole entry, looked up): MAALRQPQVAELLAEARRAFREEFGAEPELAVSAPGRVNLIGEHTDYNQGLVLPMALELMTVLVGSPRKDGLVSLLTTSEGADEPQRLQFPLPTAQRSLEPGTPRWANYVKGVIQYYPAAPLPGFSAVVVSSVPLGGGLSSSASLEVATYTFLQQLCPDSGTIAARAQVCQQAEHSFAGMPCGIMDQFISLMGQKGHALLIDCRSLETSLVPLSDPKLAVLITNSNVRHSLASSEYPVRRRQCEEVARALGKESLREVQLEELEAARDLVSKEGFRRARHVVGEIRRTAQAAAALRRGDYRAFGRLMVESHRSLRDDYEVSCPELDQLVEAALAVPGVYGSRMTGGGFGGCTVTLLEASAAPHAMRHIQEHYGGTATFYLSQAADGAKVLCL
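Human GALK (5 nM) with 35 uM ATP and 100 uM galactose in 20 mM HEPES pH 8.0, 5 mM MgCl2, 60 mM NaCl, 1 mM DTT, 0.01% BSA. After 1 h at room temperature, leftover ATP was read by Kinase-Glo Plus luminescence.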
hERG WT inh – qHTS for Inhibitors of KCHN2 3.1: Wildtype qHTS | Voltage-gated inwardly rectifying potassium channel KCNH2 (Homo sapiens), Q12809 | U2OS, BacMam KCNH2, thallium flux FluxOr; active compounds read low | activity change, % at 1.84 µM | 340,000 tested, 0.37% active | AID 720551, 2013;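 active = maximum activity change below -70%; inconclusive = maximum activity change between -70% and -50%; inactive = maximum activity change above -50%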
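U2OS cells were transduced with wild-type KCNH2 virus (2.03 x 10^8 / mL) for 4 h at room temperature, then cultured overnight at 37 C. Thallium flux was read with FluxOr dye. Rate constants were normalized to DMSO controls.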
Active calls of the source: *; ? = inconclusive; nt = not tested or not shown; [ ] = another dose, or the depositor's remark. Unless noted, calls follow the shape of the dose curve; as a rule, active = well fitted curve in the direction sought with a large enough effect; inconclusive = small, poorly fitted or top-dose-only effect, or another doubt; inactive = no such curve, though single readings can be large; an effect the other way counts as inactive or inconclusive. Unless noted, % is scaled to controls: 0 for no effect and ±100 for the full control effect.

SMILES	Eya2 phos inh	KCNH2 3.1 inh	Giardia killer	PKM2 activator	B2AR arrestin	BCR signal inh	FBPA coupling cs	USP2a block	uPA surface inh	GALK inh	hERG WT inh
COc1ccc(CCCc2nnc(SCc3nc4ccccc4c(=O)[nH]3)n2C)cc1	-5%	16	-14	nt	-0.5%	-2%	1	-2%	1%	15%	-2
Cc1ccc(CSc2nnnn2C)cc1	-23%	-98*	-17	-1%	-0.3%	-2%	4	0%	-2%	2%	2
NC(=O)C1(N2CCCCC2)CCN(C(=O)c2ccc(C#CC3(O)CCCCC3)cc2)CC1	3%	-5	14	5%	0.3%	-14%	1	0%	-1%	-1%	3
COc1ccccc1NC(=S)N1CCN(c2ncccn2)CC1	5%	5	-6	-11%	0.2%	-1%	-2	-1%	0%	10%	2
O=[N+]([O-])c1ccccc1CNCCCCO	5%	24	-6	nt	0.1%	0%	nt	-1%	6%	nt	1
CC(CC(=O)Nc1ccc2c(c1)OCCO2)c1ccccc1 (stereo not given)	8%	-11	0	5%	0.3%	?	-2	0%	2%	2%	-8
O=C(NC1CCCCC1)c1cc(N2C(=O)CCC2=O)ccc1Cl	-1%	-12	22	nt	-1.3%	?	3	0%	-6%	-2%	1
CN(C)CC(=O)N1c2ccccc2CCc2ccc(NC(=O)c3ccc(N)cc3)cc21	-5%	-11	4	4%	-0.2%	-14%	0	1%	4%	2%	10
CC1(C)Cc2nc(-c3ccccc3)n3cnnc3c2CO1	0%	3	-11	-1%	0.2%	0%	-3	-1%	-5%	5%	-2
CCOc1ccccc1CNC(=O)C1CCCN(c2nn3c(=O)cc(C)nc3s2)C1 (stereo not given)	1%	18	?	nt	-0.6%	?	2	4%	-1%	-8%	6
COc1cccc(/C=N/NC(=O)c2nnn(-c3nonc3N)c2CN(C)c2ccccc2)c1	-7%	-7	0	1%	0.5%	?	-12	-12%	-7%	5%	-11
Cc1nn(C)c(C)c1CN(C)C(=O)c1cnn2c1NC(c1ccccc1)CC2C(F)(F)F (stereo not given)	2%	5	1	21%	0.1%	?	6	3%	-12%	1%	7
CCCCOc1ccccc1P(=O)(O)CP(=O)(c1ccccc1)c1ccccc1	11%	9	7	-5%	-0.8%	2%	2	-2%	2%	-3%	4
Cc1ccc(NC(=O)Cc2nc(CSc3nnc(-c4ccc5c(c4)OCO5)o3)cs2)cc1	1%	-12	-4	2%	0.0%	-5%	-2	-1%	0%	-1%	-6
C/C(=N\Nc1nc2ccccc2[nH]1)c1cccs1	-17%	nt	-12	-10%	0.0%	?	-4	1%	-14%	3%	-4
CCN(CC)CCCNC(=O)COc1ccc2oc3c(c2c1)CCCC3	-6%	11	-5	nt	0.2%	1%	-2	0%	-12%	1%	4
COc1ccc(NC(=S)Nc2ncccc2C)c(OC)c1	-11%	2	15	0%	-0.6%	-1%	3	4%	-8%	-1%	11
C#CC(CCN1CCCCC1)(OC)c1ccccc1 (stereo not given)	-7%	58	-21	-9%	-0.3%	6%	4	0%	5%	6%	-4
Cc1cc(C)nc(NNS(=O)(=O)c2c(F)cc(F)cc2Br)n1	3%	-10	10	nt	-0.2%	0%	nt	3%	-5%	nt	12
CCOC(=O)N1CCN(C(=O)C2CCN(S(=O)(=O)c3cc(Cl)ccc3Cl)CC2)CC1	-5%	-4	-17	13%	0.4%	0%	4	1%	-1%	1%	-3
COC(=O)Nc1ccc(NC(C)=O)cc1	-3%	-11	8	3%	-0.4%	1%	0	0%	2%	-5%	-10
Cc1noc(C)c1S(=O)(=O)N(C)CC(=O)Nc1ccc(F)cc1	0%	1	9	-3%	-0.5%	-20%	2	0%	6%	3%	-3
O=c1nc(-c2ccccc2Cl)c2cc(F)ccc2[nH]1	8%	-79*	46[activator]	0%	0.1%	2%	-1	0%	17%	-9%	0
COc1cccc(C(=O)NCCS(=O)(=O)N2CCOCC2)c1	5%	1	4	nt	0.0%	?	nt	-1%	0%	nt	1
O=c1cc(-c2ccc(O)cc2)oc2cc(O)c(C3OC(CO)C(O)C(O)C3O)c(O)c12 (stereo not given)	-1%	-6	-17	12%	-1.3%	?	-1	6%	1%	-6%	-1
O=C(COC(=O)c1cccc(Br)c1)NCC1CCCO1 (stereo not given)	-14%	-1	5	nt	-0.1%	5%	nt	4%	3%	nt	0
Cc1ccccc1OCc1nc(C#N)c(N2CCCC2)o1	-7%	1	-11	3%	-0.1%	14%	2	2%	2%	1%	-4
CCN1C(=O)[C@H]2[C@H]3CN=C(SCc4ccc(C(=O)OC)cc4)N3[C@@](CC)(C(=O)OC)[C@H]2C1=O	0%	11	-1	nt	-0.6%	1%	nt	0%	2%	nt	4
COc1ccc(CC(=O)Nc2ccc(OC)nc2)cc1	6%	-2	-12	-6%	-0.2%	-1%	-4	-1%	2%	-1%	-3
On1c(-c2ccco2)nc2c1CCc1nonc1-2	-2%	-4	12	-2%	-0.3%	-1%	1	-9%	-3%	12%	5
O=C(NCc1ccco1)c1ccc(COCC(F)(F)C(F)F)cc1	9%	1	26	-4%	-0.4%	-1%	-2	-2%	-2%	0%	-21
O=C(O)c1ccc(C(=O)Nc2cccc3ccccc23)c(C(=O)O)c1	-4%	-7	-1	0%	-0.1%	-12%	-8	-1%	?	0%	5
COc1ccc(-n2nc(C(=O)Nc3ccc4c(c3)OCO4)c3ccccc3c2=O)cc1	4%	-13	15	1%	0.1%	9%	-1	-1%	0%	0%	-26
c1ccc(-c2nnc(SCCC3OCCCO3)o2)cc1	-3%	-9	-6	-1%	0.6%	7%	4	2%	-7%	0%	-11
CC(=O)Nc1ccc(N/C(=N\S(=O)(=O)c2ccccc2)c2ccccc2)cc1	11%	-17	28	6%	0.0%	0%	nt	-1%	3%	-2%	-8
O=C(Nn1c(C2CCC2)nc2ccccc2c1=O)c1cccs1	-8%	-1	29	-3%	0.1%	-5%	1	5%	-2%	-1%	6
CCN(CC)S(=O)(=O)c1ccc(Cl)c(NC(=O)CSc2nnc(-c3cccs3)o2)c1	-20%	4	-4	-6%	0.3%	-1%	3	1%	-1%	1%	24
CCCNC(=O)Nc1cc(C)on1	7%	-14	18	-3%	-0.4%	2%	1	2%	-2%	0%	-1
CNC(=S)Nc1ccc([N+](=O)[O-])cc1	-6%	-3	0	9%	-0.1%	?	-3	1%	-6%	1%	-11
O=C(C[n+]1cc(Br)cc(Br)c1)c1ccccc1	4%	-3	-15	nt	-0.1%	0%	2	0%	-3%	nt	2
CC(CNC(=S)Nc1cc(F)cc(F)c1)CSc1ccc(Cl)cc1 (stereo not given)	-4%	-8	13	0%	0.0%	?	-2	-8%	4%	6%	1
COc1cc(Cl)c(C)cc1NC(=O)COC(=O)c1cnc(C)cn1	6%	13	-1	4%	-0.2%	?	0	3%	1%	0%	-2
Cc1cc(-c2ccccc2)nc2cc(C(N)=O)nn12	3%	10	-11	3%	-0.1%	-5%	6	0%	-6%	0%	-5
CC1=CC(C)(C)N(S(=O)(=O)c2ccc(F)cc2)c2ccccc21	-9%	16	13	7%	-0.4%	?	0	1%	nt	-2%	40
Cc1nnc2sc(-c3ccco3)nn12	-21%	-10	-1	7%	0.3%	3%	-3	2%	nt	0%	-13
COc1cccc(OC)c1C(=O)Nc1ccc(N2CCN(S(C)(=O)=O)CC2)cc1	-12%	-10	5	13%	-0.5%	-4%	0	1%	2%	3%	-2
O=C(Oc1cccc2cccnc12)c1ccc(N2C(=O)C3C4CCC(C4)C3C2=O)cc1 (stereo not given)	-4%	2	-1	-3%	?	?	-3	2%	-1%	0%	-3
CCc1nnc(NC(=O)CSc2ccc(-c3ccccc3OC)nn2)s1	15%	2	11	2%	0.3%	1%	2	3%	-10%	-4%	5
CCOC(=O)C1=C(COC(=O)c2ccco2)NC(=O)NC1CC (stereo not given)	-7%	-1	-7	nt	-0.1%	3%	nt	-2%	2%	nt	-5

Compounds as they come; overall some 2.4% were active at least once.
